# RSV antiviral HEp-2 – inhibition of RSV-induced cytopathic effect – HEp-2 cells, primary 10 µM value included (AID 2391); CPE inhibition, % at 10 µM, or IC50 in µM where a hit was titrated; 310,000 compounds, 0.13% hits; HEp-2 cells, RSV-induced CPE inhibition; higher % means a stronger effect; in the data active = a potency from the dose series; inconclusive = CPE inhibition mostly from about 23% at the one dose, without a potency; inactive = the rest, 99 in 100 with CPE inhibition below about 21%; also: strong numbers were not always called active
# SIAH1 antagonists – blockers of Siah-1 interaction with plectin peptide – biochemical, fluorescence polarization, rhodamine-plectin, uHTS, primary screen (AID 1817) | Siah-1 / rhodamine-plectin peptide fluorescence polarization; higher % means a stronger effect | one-dose displacement, % at 20 µM; IC50 in µM for titrated hits | 290,000 compounds, 0.02% hits;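 active = displacement of at least 50% at 20 µM, with a fluorescence ratio check between 0.3 and a set limit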;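 also: plate controls were Siah plus tracer with DMSO for no effect and tracer alone without Siah for full effect; strong numbers were not always called active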
# AID2073 – disruptors of CaV2.2 binding to Mint1 – biochemical, HTRF (AID 2073) | 290,000 compounds, 0.19% hits | one-dose inhibition, % at 20 µM; IC50 in µM for titrated hits | HTRF protein-protein interaction, Mint1-CaV2.2; higher % means a stronger effect; in the data active = inhibition mostly above about 51%, no sharp cut-off; inconclusive = no clear call, values can overlap the other calls; inactive = mostly below about 53%; also: some results filed as inactive read as strong as hits
# NTR1 ag – NTR1-driven beta-arrestin-GFP spot formation – imaging, U2OS cells, high content, primary screen (AID 493036); P30989; agonist mode; activation, % at 20 µM; 330,000 compounds, 0.17% hits;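 active = activation at or above 40% of the spot to cytoplasm intensity ratio, with at least 20 cells analyzed; inconclusive = wells under 20 cells, flagged as cytotoxic or low count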;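 also: 0% = DMSO without peptide and 100% = 100 nM NTR1 peptide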
# Target sequence (P30989 whole entry, looked up): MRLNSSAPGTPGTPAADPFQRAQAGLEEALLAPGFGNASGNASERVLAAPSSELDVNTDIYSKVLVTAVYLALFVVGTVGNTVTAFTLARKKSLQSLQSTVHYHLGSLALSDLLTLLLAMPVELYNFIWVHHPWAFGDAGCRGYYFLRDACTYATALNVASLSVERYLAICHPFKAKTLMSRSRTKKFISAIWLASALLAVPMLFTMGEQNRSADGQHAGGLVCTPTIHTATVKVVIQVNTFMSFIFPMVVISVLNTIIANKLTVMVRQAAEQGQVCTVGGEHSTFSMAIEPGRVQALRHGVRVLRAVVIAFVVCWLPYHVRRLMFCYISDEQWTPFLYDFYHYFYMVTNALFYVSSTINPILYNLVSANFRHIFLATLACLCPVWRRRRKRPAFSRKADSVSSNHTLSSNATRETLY
# K1F lysis inhibition – inhibition of K1F phage lysis, E. coli UTI89, bacterial capsule biogenesis inhibitors, alamar blue (AID 488966); E. coli UTI89 K1F phage lysis, alamar blue, 2 h; higher % means a stronger effect; one-dose inhibition, % at 100 µM; IC50 in µM for titrated hits; 340,000 compounds, 0.02% hits;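 active = phage lysis inhibition, versus mean bacterial control, above a set limit; inconclusive = no clear call, values can overlap the other calls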;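 also: capsule biogenesis inhibitors block K1F phage lysis so surviving cells raise fluorescence; higher fluorescence means more inhibition of phage lysis; actives were called in the ten point dose series up to 300 µM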
# NS5 inhibitors – Dengue-2 NS5 methyltransferase inhibitors, primary screen, biochemical, confirmation dose response (AID 588689). Dengue-2 NS5 methyltransferase capping enzyme assay, biochemical; higher % means a stronger effect. inhibition, % at 25 µM; hits with a dose series show IC50 in µM. 340,000 compounds, 0.3% hits; in the data active = a potency from the dose series; inconclusive = inhibition above about 29% without an active follow-up result
# West Nile virus CPE – West Nile virus antiviral activity, cell-based, CPE readout (AID 1621) | 290,000 compounds, 0.02% hits | CPE inhibition, % at 10 µM; hits with a dose series show IC50 in µM | West Nile virus-infected cells, CPE inhibition; higher % means a stronger effect; in the data active = a potency from the dose series; inconclusive = CPE inhibition mostly from about 3.7% at the one dose, without a potency; inactive = the rest, 99 in 100 with CPE inhibition below about 2.2%; also: strong numbers were not always called active
# Rac1 GTP hydrolysis – MgcRacGAP GTPase-activating activity inhibitors, confirmation, biochemical, ADP Hunter fluorescence | MgcRacGAP-stimulated Rac1 GTP hydrolysis, ADP Hunter fluorescence; higher % means a stronger effect; GST-tagged Rac1 F28L mutant substrate | inhibition, % at 30 µM; hits with a dose series show IC50 in µM | 340,000 compounds, 0.6% hits | AID 624330;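 active = first-screen hits whose inhibition reached a set limit at any dose in the follow-up dose series; inconclusive = inhibition above the set first-screen limit but never retested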;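 also: fluorescence reports GDP produced by GAP-driven GTP hydrolysis; strong numbers were not always called active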
# Large T inhibition – SV40 large T antigen inhibitors, biochemical (AID 1903). SV40 large T antigen ATPase/helicase inhibition assay; higher % means a stronger effect. one-dose inhibition, % at 20 µM; IC50 in µM for titrated hits. 310,000 compounds, 0.39% hits; in the data active = a potency from the dose series; inconclusive = inhibition mostly from about 32% at the one dose, without a potency; inactive = the rest, 99 in 100 with inhibition below about 32%; also: strong numbers were not always called active
# NTR1 ag cell count 20 µM – further read-out of NTR1 ag, marked with its call; cell count; measured here: cell count, cytotoxicity flag
# Numbers without * were called inactive; ? = inconclusive; . = not tested or not shown; [ ] = remark or other dose.
# The opening 5 records, to show the layout:
SMILES,RSV antiviral HEp-2,SIAH1 antagonists,AID2073,NTR1 ag,NTR1 ag cell count 20 µM,K1F lysis inhibition,NS5 inhibitors,West Nile virus CPE,Rac1 GTP hydrolysis,Large T inhibition
CN1CCc2c(sc3c2c(=O)n(-c2ccccc2)c2nncn32)C1,-0.1%,5%,-63%,-0.7,46,3.0%,-9%,-0.1%,-6%,15%
CCOc1ccc(CCNC(=O)CN2C(=O)CCSc3ccccc32)cc1OCC,-0.6%,-2%,0%,2.0,98,-0.1%,3%,-0.4%,8%,9%
CNC(=O)c1cc(Nc2nnc(C)c3ccccc23)ccc1OC,2.4%,-3%,26%,-1.0,53,5.6%,2%,-0.2%,5%,23%
CC(Oc1ccccc1)C(=O)N=C1SC2CS(=O)(=O)CC2N1CCc1ccccc1 (stereo unspecified),0.2%,2%,-1%,2.2,64,0.4%,-3%,0.7%,5%,10%
COCCCNC(=S)N/N=C/c1ccc2ccccc2c1,22%,-2%,-2%,0.2,55,0.1%,-10%,-0.3%,2%,10%

# Results (from the top)
SMILES,RSV antiviral HEp-2,SIAH1 antagonists,AID2073,NTR1 ag,NTR1 ag cell count 20 µM,K1F lysis inhibition,NS5 inhibitors,West Nile virus CPE,Rac1 GTP hydrolysis,Large T inhibition
CN1CCc2c(sc3c2c(=O)n(-c2ccccc2)c2nncn32)C1,-0.1%,5%,-63%,-0.7,46,3.0%,-9%,-0.1%,-6%,15%
CCOc1ccc(CCNC(=O)CN2C(=O)CCSc3ccccc32)cc1OCC,-0.6%,-2%,0%,2.0,98,-0.1%,3%,-0.4%,8%,9%
CNC(=O)c1cc(Nc2nnc(C)c3ccccc23)ccc1OC,2.4%,-3%,26%,-1.0,53,5.6%,2%,-0.2%,5%,23%
CC(Oc1ccccc1)C(=O)N=C1SC2CS(=O)(=O)CC2N1CCc1ccccc1 (stereo unspecified),0.2%,2%,-1%,2.2,64,0.4%,-3%,0.7%,5%,10%
COCCCNC(=S)N/N=C/c1ccc2ccccc2c1,22%,-2%,-2%,0.2,55,0.1%,-10%,-0.3%,2%,10%
CC(=O)Nc1ccc(NC(=O)C2CCN(C(=O)NC3CCCCC3)CC2)cc1,2.2%,0%,5%,1.3,50,0.3%,-4%,-0.1%,-1%,8%
COc1ccc(-n2cc(C(=O)c3ccccc3O)cn2)cc1,7.1%,5%,15%,1.8,32,3.4%,6%,-0.3%,7%,11%
CC(Oc1ccccc1F)C(=O)NCCN1CCCCC1 (stereo unspecified),1.3%,2%,-2%,-0.8,45,0.3%,-12%,0.2%,-3%,0%
N=c1c2c3c(sc2ncn1CCCN1CCOCC1)CCCCC3,-2.9%,1%,-4%,0.0,78,0.1%,3%,-1.0%,3%,2%
Cc1ccc(S(=O)(=O)CCC(=O)N(C)c2c(N)n(Cc3ccccc3)c(=O)[nH]c2=O)cc1,-0.8%,.,.,-0.1,61,0.4%[50 µM],-9%,.,0%,20%
CC(C)N1CCN(Cc2nc(-c3ccccc3)cs2)CC1CCO (stereo unspecified),-0.8%,5%,8%,-0.4,83,0.2%,-2%,1.0%,11%,3%
Cc1ccc(S(=O)(=O)N2CCC(C(=O)NCCCN3CCCC3=O)CC2)cc1C,0.7%,2%,5%,0.7,75,-0.1%,-9%,-1.0%,2%,17%
CCOc1cc(NC(=O)c2ccco2)c(OCC)cc1NC(=O)c1cc(OC)c(OC)c(OC)c1,2.6%,0%,17%,4.6,67,0.8%,-6%,3.2%,5%,10%
NS(=O)(=O)c1cccc(NS(=O)(=O)c2ccc(/C=C/C(=O)O)cc2)c1,1.4%,1%,3%,-1.8,50,0.1%,7%,0.3%,11%,12%
Nc1ncnc2c1ncn2[C@@H]1O[C@H](CNC(=O)[C@@H](N)CO)[C@@H](O)[C@H]1O,.,.,.,0.7,59,0.2%,-3%,.,7%,.
COc1ccc(NC(=O)CN2C(=O)CSc3ncccc32)cc1,0.4%,1%,13%,1.0,72,3.1%,-10%,0.0%,2%,4%
CN(C(=O)CSc1nnc(-c2ccc(OC(F)F)cc2)n1N)C1CCS(=O)(=O)C1 (stereo unspecified),0.4%,.,.,-0.3,65,0.8%[50 µM],-7%,.,10%,2%
COc1cccc(NC(=O)Nc2cccc(C)n2)c1,1.0%,-2%,-5%,4.9,71,0.0%,4%,-0.6%,7%,1%
Cc1ccc(S(=O)(=O)N(C)Cc2ccc(C(=O)NN=C(CC(C)C)CC(C)C)cc2)cc1,8.5%,1%,0%,1.4,55,2.1%[50 µM],-1%,-1.4%,7%,6%
NS(=O)(=O)c1ccc(CCNC(=O)C(=O)Nc2cc3c4c(c2)CC(=O)N4CCC3)cc1,-2.5%,.,.,-0.7,73,-1.7%,0%,.,3%,10%
O=C(NCc1cccc(C(F)(F)F)c1)C1CC(c2ccccc2F)=NO1 (stereo unspecified),1.0%,.,.,2.8,58,0.9%,-3%,-0.2%,12%,2%
CNCc1c(OCc2ccc(F)cc2)ccc2ccccc12,20%,-1%,-17%,-0.6,55,0.1%,2%,-1.7%,6%,9%
CCOC(=O)Cc1nnc(NC(=O)c2ccco2)s1,1.7%,6%,-2%,0.6,44,0.3%,-5%,0.5%,11%,13%
Cc1ccc(C(=O)NC(=S)Nn2cnnc2)cc1,2.2%,11%,-6%,0.6,56,0.0%,4%,-0.6%,3%,2%
CCOC(=O)C1=C(C)OC(N)=C(C#N)C1c1ccc(OC)c(C)c1OC (stereo unspecified),0.8%,5%,-4%,-1.6,100,-0.1%,-9%,0.2%,6%,1%
CCCCNC(=S)Nc1ccc(Oc2ccccc2)cc1,-1.4%,3%,-14%,3.3,43,-0.1%,-12%,-0.9%,6%,3%
Cc1ccc(C(C(=O)NCc2ccco2)N(C(=O)CNC(=O)c2cccs2)c2ccc(C)cc2C)cc1 (stereo unspecified),-0.8%,2%,7%,0.0,54,0.0%,-7%,?,9%,3%
Cc1cc(Cl)ccc1OCC(=O)N(Cc1ccco1)C1CCS(=O)(=O)C1 (stereo unspecified),-0.6%,-2%,-10%,1.2,44,0.5%,-6%,-0.2%,4%,10%
CN(C)CCCN1C(=O)CSC1c1ccccc1 (stereo unspecified),-0.1%,4%,22%,-0.4,58,-1.2%,-5%,-0.2%,-1%,15%
Cc1c(CC(=O)N[C@@H](C)C(=O)O)c(=O)oc2c(C)c3occ(-c4ccccc4)c3cc12,6.9%,20%,26%,0.5,78,0.6%[50 µM],-1%,0.0%,10%,9%
C/C(CC(=O)N1CCN(C=O)CC1)=N\NC(=O)c1ccc([N+](=O)[O-])cc1,-1.3%,2%,-14%,1.1,78,0.1%,-5%,1.6%,2%,9%
O=C(NC(=O)c1ccccc1)Nc1ccccn1,0.2%,-4%,12%,-0.6,73,0.0%,-5%,-0.3%,8%,3%
CCOC(=O)Cn1c(C)nc2c(C(=O)OCC)sc(C)c2c1=O,1.2%,-1%,7%,-0.7,67,-0.5%,1%,0.3%,-4%,-1%
COc1ccc(C(=O)OCC(=O)Nc2ccc3c(c2)OCCO3)c(OC)c1,0.9%,.,.,-0.9,72,0.5%[50 µM],-6%,.,8%,.
CCCCOc1cccc(C(=O)Nc2ccc(NC(=O)c3ccco3)cc2)c1,2.7%,10%,10%,-0.6,47,-0.1%,2%,0.0%,9%,4%
O=C(COC(=O)c1cccs1)NCc1ccc2c(c1)OCO2,1.1%,-3%,11%,1.8,56,1.9%,3%,0.8%,0%,10%
CCCCn1c(=S)[nH]c2c(oc3ccc(Cl)cc32)c1=O,.,-7%,40%,.,.,.,.,-0.1%,.,4%
CC(C)(C)OC(=O)NCCCC[C@@H](C(=O)NCCCCCCCCCCC(=O)N1CCN(C(=O)OC(C)(C)C)CC1)n1cc(CCCC(=O)O)nn1,1.3%,.,.,-0.5,57,2.0%,-5%,.,4%,17%
CC(=O)Nc1ccc(S(=O)(=O)Oc2ccc(N3C(=O)C4CCCCC4C3=O)cc2)cc1 (stereo unspecified),6.8%,4%,8%,1.0,81,0.1%,-3%,-0.5%,3%,0%
CCOC(=O)CC1C(=O)NCCN1S(=O)(=O)c1ccc(Cl)cc1 (stereo unspecified),0.2%,-3%,-13%,-0.9,94,0.5%,-10%,-0.1%,10%,14%
Cc1cccc(CC2SC(N3CCN(c4ccccc4)CC3)=NC2=O)c1 (stereo unspecified),2.8%,-5%,-4%,-1.1,64,-0.3%,-7%,-1.1%,-1%,3%
CC(C)C[C@H](NC(=O)C1CCN(S(=O)(=O)c2ccccc2)CC1)C(=O)NCc1ccncc1,0.4%,8%,0%,-0.8,61,0.2%,-6%,-0.1%,7%,26%
